# TAG inh: triacylglycerol accumulation inhibition. H9c2 cells, Nile Red lipid (TAG) fluorescence; cells loaded with 200 µM oleic acid. inhibition, % at 12.5 µM. 230,000 tested, 0.66% active. AID 651582;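 active = pattern-corrected inhibition of lipid staining of at least 50% with the nuclear-stain viability signal not falling by more than 50%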;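 also: 0% = DMSO wells and 100% = triacsin C control wells; some results filed as inactive read as strong as hits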
# TAG inh DAPI viability: second read-out of TAG inh, no call of its own (marks repeat the call); DAPI nuclei signal change (viability), lower = more cytotoxic, %;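 whole-well DAPI fluorescence read on a plate reader as a viability signal; minus 50 percent equals half of cells still viable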
# Starred values were filed as active, the others as inactive; i = inactive. A portion of the library; rates above refer to the full screens.
SMILES | TAG inh | TAG inh DAPI viability
CCOC(=O)CSC1=Nc2ccccc2C2=NC(CC(=O)NCc3ccc(OC)cc3)C(=O)N12 (stereo not given) | -4 | 13
O=C(C1=COCCO1)N(Cc1nnc(-c2ccccc2Cl)o1)C1CC1 | -3 | -9
Cc1cc(C)c(S(=O)(=O)c2ccccc2)c(Cl)n1 | -6 | 11
Cc1cc(-n2c(C)cc(C(=O)COc3ccc([N+](=O)[O-])cc3)c2C)no1 | -8 | -4
Nc1nn(-c2ccccc2)c(N)c1N=Nc1cccc(F)c1 | 54* | -41*
Nc1nnc(CC(=O)N/N=C/c2cccc([N+](=O)[O-])c2)s1 | 7 | 6
CCCCn1c(N)c(N(CCC(C)C)C(=O)COC(=O)c2ccc([N+](=O)[O-])s2)c(=O)[nH]c1=O | -7 | -13
CN1C(=O)C(CC(=O)NCC2CCCCC2)SC1=Nc1ccccc1 (stereo not given) | -6 | -1
CCOC(=O)Cn1c(C)cc(COC)c(C#N)c1=O | -9 | 7
OCCN1CCN(c2ncnc3c2ncn3[C@H]2CN(Cc3cccs3)C[C@@H](CO)O2)CC1 | 15 | -2
CC(C)N(C(=O)[C@H]1C[C@H](CC(=O)NCCC2=CCCCC2)C(=O)N2CCc3c([nH]c4ccc(Cl)cc34)[C@]12C)C(C)C | 33 | 4
O=C(CCC(=O)c1cccs1)OCC(=O)c1ccccc1F | -9 | 15
CN(CC(=O)Nc1ccccc1Br)Cc1nc2ccccc2c(=O)[nH]1 | 4 | -6
Cc1ccc(SCC(=O)NCCC2=CCCCC2)cc1 | 9 | -10
COCCn1cnnc1SCC(=O)c1ccc(S(=O)(=O)N2CCCC2)cc1 | -1 | -3
CCOC(=O)C1=C(Nc2ccccc2)CSC1 | -7 | 0
C=CCn1c(C)c(C(C)=O)cc(NC(=O)c2ccccc2)c1=O | -6 | -1
CCCCn1c(=O)[nH]c(=O)c2c(C(=O)OCC)cc(-c3cccs3)nc21 | 11 | i
NC(=O)CSc1ccc(S(=O)(=O)N2CCOCC2)cn1 | -17 | 5
CC(OC(=O)c1cccnc1Cl)C(=O)Nc1ccc(S(N)(=O)=O)cc1 (stereo not given) | 5 | -6

# Given with values under each structure: entries from further up
# The line under a structure holds: TAG inh	TAG inh DAPI viability
CCOC(=O)C1=C(Nc2ccccc2)CSC1
  -7	0
CN(CC(=O)Nc1ccccc1Br)Cc1nc2ccccc2c(=O)[nH]1
  4	-6
CC(C)N(C(=O)[C@H]1C[C@H](CC(=O)NCCC2=CCCCC2)C(=O)N2CCc3c([nH]c4ccc(Cl)cc34)[C@]12C)C(C)C
  33	4
Cc1cc(C)c(S(=O)(=O)c2ccccc2)c(Cl)n1
  -6	11

# Carrying on:
SMILES | TAG inh | TAG inh DAPI viability
CCN(Cc1ccccc1)C(=O)C1CCN(C(=O)Nc2ccccc2)CC1 | 37 | 1
Cc1noc(C)c1NC(=O)N(C)C[C@H]1Oc2ccc(NC(=O)CCC(F)(F)F)cc2C(=O)N([C@H](C)CO)C[C@@H]1C | -36 | 0
Cc1ccc(N(C(C)C(=O)NCc2ccncc2)S(C)(=O)=O)cc1C (stereo not given) | 0 | -6
O=C(c1ccccc1)c1c[nH]c(C(=O)NCCCn2ccnc2)c1 | 25 | -19
Oc1cccc(C=NCc2ccccc2)c1 | -17 | -7
O=C(O)CC1(CC(=O)Nc2ccccc2Br)CCCC1 | 2 | -1
CCc1ccc(CN2CCC(C(=O)Nc3cccc(-c4nnc(C)s4)c3)CC2)o1 | 6 | 6
O=C(CSc1nnc(-c2ccccc2Cl)o1)Oc1ccc(Br)cc1 | -5 | 8
Cn1nccc1NC(=O)NC(=O)c1c(Cl)cccc1Cl | -2 | 2
Cn1c(=O)c2cc(NC(=O)NCc3ccc(F)cc3)ccc2n1C | -10 | 12
CCOC(=O)CNC(=O)c1nn(-c2cccc(OC)c2)c(=O)c2ccccc12 | -14 | 14
Cn1c2c(c3ccccc31)CCN=C2c1ccccc1 | -9 | 14
CC1(C)C(=O)Nc2ccccc2N1C(=O)COC(=O)CNS(=O)(=O)c1ccc(F)c(F)c1F | 5 | -4
N#Cc1cccc(C#N)c1Oc1ccc(S(=O)(=O)Nc2ccc(Cl)cc2)cc1 | -20 | 2
CC1CN(CC(O)c2ccc(Br)cc2)CCO1 (stereo not given) | 0 | 0
C=CCn1cc(-c2cccc(Cl)c2)cc(C#N)c1=O | -3 | 0
N#CC1=C(N)Oc2n[nH]c(-c3cccs3)c2C1c1ccco1 (stereo not given) | -9 | 5
O=C(CSc1cn(CC(=O)N2CCCCC2)c2ccccc12)NCC1CCCO1 (stereo not given) | 6 | -4
Cc1cc(C)c(NC(=O)CSc2nnc(-c3ccccn3)n2N)c(Cl)c1 | -1 | -1
Cc1ccc(C)c(N2CCN(C(=O)CCc3nc(-c4ccccc4Br)no3)CC2)c1 | -4 | -6
CC1(c2ccccc2)CC(C)(C)N2C(=O)C(=O)c3cccc1c32 (stereo not given) | 9 | -7
CC(C)(C)c1ccc(Oc2ccc(NC(=O)c3ccco3)cn2)cc1 | 105 | -66
COc1ccc(C2=NN(C(=O)CSc3nnnn3C)C(c3ccco3)C2)cc1 (stereo not given) | 1 | -6
O=C(NC(=S)Nc1ccccc1N1CCOCC1)c1ccc(-c2ccccc2F)o1 | 3 | 4
Cc1ccccc1OCCC(=O)N1CCN(S(=O)(=O)c2ccc(Br)cc2)CC1 | 9 | -8
C[C@H](CO)N1C[C@H](C)[C@@H](CN(C)Cc2ccncc2)Oc2c(NS(=O)(=O)c3ccc(Cl)cc3)cccc2C1=O | 13 | -6
Clc1ccc(-c2nnc(-c3cccc4ccccc34)o2)cc1Cl | -8 | 15
O=C(COC(=O)/C=C/c1ccc2c(c1)OCO2)NCc1ccc(F)cc1 | 1 | 8
Cc1cc(C)c(C(N)=O)c(Nc2cccc3ccccc23)n1 | 3 | -22
COc1ccccc1NS(=O)(=O)c1cc(NC(=O)c2cccnc2)ccc1N1CCCCC1 | 20 | -1
COc1ccc(C2C(C(=O)N3CCN(c4ccccc4)CC3)c3ccccc3C(=O)N2C)cc1OC (stereo not given) | 11 | -10
Cc1ccccc1NS(=O)(=O)c1ccc(C(=O)NCC2(N3CCOCC3)CCCCC2)cc1 | -16 | -1
Cn1nc(C(=O)NCc2ccc(F)cc2)cc1C(=O)NCc1ccc(F)cc1 | -3 | -7
CCOc1ccc(C(=O)Nc2ccc(N3CCN(C)CC3)cc2)cc1Br | 29 | 10
CN1/C(=C\C(=O)COC(=O)c2ccc([N+](=O)[O-])o2)C(C)(C)c2ccccc21 | 6 | 5
N#CC1=C(N)Oc2n[nH]c(-c3cccs3)c2C1c1cccs1 (stereo not given) | -18 | 3
O=C(Cc1ccc(NS(=O)(=O)c2cccc(C(F)(F)F)c2)cc1)NCCN1CCOCC1 | 2 | 7
CC(=O)NN1C(=O)/C(=C\c2ccccc2)SC1=S | -3 | -1
C=C(C)Cn1c(SCCCO)nc2c1c(=O)[nH]c(=O)n2C | -10 | 1
Fc1ccc(-n2nnc(-c3cnc4ccccc4c3)n2)cc1 | -5 | -2
CCCOc1cccc(C(=O)N/N=C/c2coc3ccccc3c2=O)c1 | -6 | -2
CC(=O)Nc1ccc(Cl)cc1-c1ccccc1 | 14 | -6
COc1ccc2c(c1)[nH]c1c(=O)n(Cc3ccncc3)cnc12 | 8 | -5
OCC1CCCN(Cc2cn(Cc3ccccc3)nc2-c2cc3ccccc3o2)C1 (stereo not given) | 2 | 34
Cc1ccc(S(=O)(=O)N2CCCCC2)cc1NC(=O)c1cncc(Br)c1 | 1 | -1
CCOC(=O)C1(C)CCCN1C(=O)c1cccc2ccccc12 (stereo not given) | -2 | -2
CN(CC(=O)Nc1cccc(S(=O)(=O)N2CCCC2)c1)Cc1ccccc1 | -4 | -4
Cc1cccc(NC(=O)C2C3C=CC(C4CC34)C2C(=O)O)c1 (stereo not given) | 1 | 2
Cc1cc(C(=O)N2CCC2(C)C(=O)NS(=O)(=O)c2ccccc2Cl)nn1C (stereo not given) | 5 | 10
Cn1c(=O)c([N+](=O)[O-])c(N2CCN(Cc3ccc4c(c3)OCO4)CC2)c2ccccc21 | 2 | -1
CCn1c(C)[n+](CC)c2ccc(S(=O)(=O)NC)cc21 | 16 | -19
O=C(NCc1ccccc1)c1cc(C2CCCN(C(=O)c3ccc4c(c3)CCO4)C2)on1 (stereo not given) | 7 | -1
Cc1nn(-c2ccccc2)c(Cl)c1C(=O)NCc1cccs1 | -18 | 3
O=C(CSc1ccc(-c2ccccn2)nn1)NCc1ccccc1 | 5 | -7
COc1cccc(C(=O)Nc2ccc3ccccc3c2)c1 | 3 | -3
Cc1ccc(/C=N/n2c(-c3cccnc3)n[nH]c2=S)s1 | 3 | -4
Cc1ccc(NC2CCCN(C(=O)CN3C(=O)c4ccccc4C3=O)C2)cc1C (stereo not given) | -5 | 2
Nc1n[nH]c(=S)n1/N=C1/C(=O)Nc2ccccc21 | 4 | -12
CC(NC(=O)Cc1cccc(C(F)(F)F)c1)c1ccc(F)cc1 (stereo not given) | -28 | 2
COCCCNC(=O)c1c(NC(=O)c2cccs2)sc2c1CCCC2 | 9 | -5

# The listing continues.
SMILES | TAG inh | TAG inh DAPI viability
O=C(CCCn1cnc([N+](=O)[O-])n1)Nc1cccc2ccccc12 | -12 | 27
Cn1nc2c(c1C(=O)O)CCCC2 | 15 | 2
COc1ccc(S(=O)(=O)NCCc2csc(-c3cccnc3)n2)cc1 | -28 | -1
O=C(O)CSc1c(-c2ccccc2)[nH]c2ccccc12 | 5 | -1
O=C(CS(=O)c1cccc(Cl)c1)Nc1ccccc1Cl (stereo not given) | -13 | 9
CC1CN(C(=S)Nc2cccc(Cl)c2Cl)CC(C)O1 (stereo not given) | 2 | 1
CC1CCN(c2ccc([N+](=O)[O-])cc2C(=O)O)CC1 | 4 | -2
CC1CCN(S(=O)(=O)c2ccc(C(C)C)cc2)CC1 | -5 | 8
CCC(CC)NC(=O)c1cc2c(C)nn(Cc3ccccc3Cl)c2s1 | 32 | -24
O=C(CCN1CCc2ccccc2C1)Nc1cccc(F)c1 | 20 | 11
CCOC(=O)Cn1c(SC)nc2sc3c(c2c1=O)CC(C)(C)OC3 | 5 | 0
Cc1ccc(CN2CC(C(=O)Nc3ccncc3)CC2=O)cc1 (stereo not given) | 18 | -1
CCCCn1c(N)c(N(CC(C)C)C(=O)c2c(-c3ccccc3)noc2C)c(=O)[nH]c1=O | -8 | 1
COc1ccc(/C=C/C(=O)Oc2cccc(/C=N/NC(=O)c3cccc(F)c3)c2)cc1 | -27 | 17
CSc1ccc(COC(=O)c2cc([N+](=O)[O-])ccc2N2CCOCC2)cc1 | 34 | -43
COCCNC(=O)C1CC(=O)N(CCc2ccccc2)C1 (stereo not given) | 10 | -6
O=C(Nc1ccc(N2CCOCC2)c(Cl)c1)c1ccccc1Cl | 12 | 2
CC(=O)c1ccc(-c2nnc(CCC(=O)N(C)Cc3cccc4cnccc34)o2)s1 | -40 | -4
Cc1cc(Cn2nc(-c3ccccc3C)cc2C(=O)O)on1 | -4 | -2
O=c1oc(/C=C/c2ccccc2)nc2ccccc12 | 30 | -25
Cc1nnc(NC(=O)C2(c3ccccc3)CCOCC2)s1 | 13 | -23
NC(=O)CSc1nnc(-c2cccc(S(=O)(=O)N3CCOCC3)c2)n1C1CCCCCC1 | -15 | 4
C=CCNC(=S)Nc1nc2c(cc1C(=O)OCC)COC(C)(C)C2 | 0 | 1
O=C(NCC1CC1)c1cc(-c2ccccc2)nn1CC1CC(c2cccc([N+](=O)[O-])c2)=NO1 (stereo not given) | -9 | 2
COc1ccccc1N1CCN(c2ccc([N+](=O)[O-])nc2)CC1 | -2 | -4
Cn1c2ccccc2c(=O)c2c(=O)n(C3CCCCCC3)c(C3CCCCC3)nc21 | -1 | 15
CC(C)(C)c1cc(NC(=O)C2(C)CCN2C(=O)C2(c3ccccc3)CCCC2)no1 (stereo not given) | 53* | -4.1*
O=c1c2c3c(sc2nc2sc(C4CC4)nn12)CCCC3 | -9 | 1
O=C(COc1ccc(-n2cnnn2)cc1)N1CCN(c2ccc(F)cc2)CC1 | 22 | 6
Cc1ccc2c(N)c(C(=O)c3ccccc3)sc2n1 | 15 | 2
CC(=O)c1ccc(NC(=O)C(C)OC(=O)c2ccc3c(c2)nc(C)n3-c2ccccc2)cc1 (stereo not given) | -7 | -3
CCOC(=O)/C(=C\C=C\N1CCOCC1)C(C)=O | 4 | 11
Oc1ccc(/C=N/N(c2ccccc2)c2ccccc2)cc1O | 17 | -12
COC(=O)[C@H](C(C)C)N(Cc1ccccc1)S(=O)(=O)CCN1CCN(c2ccccc2)CC1 | 3 | -9
O=C1[C@@H](c2ccccc2)[C@@H](c2ccccc2)N1c1cccnc1 | -10 | -40
Cc1nc2cc(-c3ccc(Cl)cc3)nn2c(C)c1CCC(=O)NC(C)c1ccc2c(c1)OCCO2 (stereo not given) | 23 | -5
Cc1ccc(CONC(=O)c2ccccc2Cl)cc1 | -6 | -1
N#Cc1cnn2ccc(-c3cc(N4CCOCC4)ccc3[N+](=O)[O-])nc12 | -7 | 0
CC(=O)c1ccc(OCC(=O)OC(C)C(=O)NC2CCCCC2)cc1 (stereo not given) | 8 | -2
OCCCNc1nc(-c2ccc(Cl)cc2)nnc1-c1ccc(Br)cc1 | 17 | 3
O=S1(=O)CCN(C2CCCCCCCCCCC2)CC1 | -21 | 5
CCOC(=O)c1cc2c(OC)c(OC)ccc2c2[nH]cc(C#N)c(=O)c12 | 1 | 11
CCN(Cc1nc2ccccc2c(=O)[nH]1)C(=O)c1cccc(NC(=O)c2cccs2)c1 | 28 | -4
Cc1cc(C(=O)COC(=O)c2n[nH]c3ccccc23)c(C)n1C | 43 | -4
COC(=O)c1cc(NC(=O)CC2SCCNC2=O)cc(C(=O)OC)c1 (stereo not given) | -4 | -2
Cc1ccc(NC(=S)N2CCCC2)cc1Cl | 5 | 0

# Part of the list above, with values under each structure.
# Results follow in this order: TAG inh	TAG inh DAPI viability
Cc1ccc(S(=O)(=O)N2CCCCC2)cc1NC(=O)c1cncc(Br)c1
    1	-1
COc1ccc(C2C(C(=O)N3CCN(c4ccccc4)CC3)c3ccccc3C(=O)N2C)cc1OC (stereo not given)
    11	-10

# Screening data: PubChem, Sanford-Burnham Center for Chemical Genomics
